HDAC3 inh: inhibitors of human histone deacetylase 3; inhibition, % at 8.3 µM; recombinant HDAC3, fluorogenic peptide/trypsin coupled, fluorescence; AID 2718; 0.15% of 320,000 active; O15379; in the data active = inhibition above about 26%, passing the limit was not always enough; inconclusive = no clear call, values can overlap the other calls
HSF1 inhib: HSF1 inhibition; NIH3T3-HGL HSE-luciferase, MG132-induced, luminescence 8 h; active compounds read low; activity change, negative = inhibition, % at 7.5 µM (by protocol); 0.77% of 300,000 active; AID 2098;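 active = more than half of replicate wells show activity change below -50%, luminescence cut by over half; inconclusive = some wells, but at most half, below -50%; inactive = no replicate well below -50%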;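 note: luciferase reports HSF-1 transcriptional activity via heat shock element; 0% = median of DMSO wells and -100% = zero luminescence signal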
GSK3 alpha inh: blocks human GSK-3 alpha kinase. P49840. ADP-Glo luminescence, 60 min. inhibition, % at 10 µM. 0.1% of 320,000 active. AID 2650;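 in the data active = inhibition above about 50%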;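 note: GST-tagged GSK-3 alpha with peptide substrate and 25 µM ATP; 0% = DMSO neutral wells and 100% = GW8510 positive control wells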
Target sequence (P49840 whole entry, looked up): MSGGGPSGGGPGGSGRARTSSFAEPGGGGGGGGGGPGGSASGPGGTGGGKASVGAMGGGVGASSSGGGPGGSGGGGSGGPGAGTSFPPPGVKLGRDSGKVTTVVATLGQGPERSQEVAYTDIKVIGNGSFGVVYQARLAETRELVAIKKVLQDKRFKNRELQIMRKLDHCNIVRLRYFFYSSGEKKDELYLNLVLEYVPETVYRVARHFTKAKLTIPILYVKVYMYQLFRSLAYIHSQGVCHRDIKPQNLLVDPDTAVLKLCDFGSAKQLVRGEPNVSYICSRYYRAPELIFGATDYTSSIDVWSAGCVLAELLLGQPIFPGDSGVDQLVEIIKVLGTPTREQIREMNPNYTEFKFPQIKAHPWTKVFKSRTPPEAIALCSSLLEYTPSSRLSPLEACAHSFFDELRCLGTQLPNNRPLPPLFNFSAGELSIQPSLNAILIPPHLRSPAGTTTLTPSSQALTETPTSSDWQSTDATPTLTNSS
AI-2 QS mod: Vibrio harveyi AI-2 quorum sensing modulation; Vibrio harveyi JMH597 AI-2 luminescence/OD600 ratio, 9 h; active compounds read low; strain lacks LuxN and CqsS sensors; 0 = neutral-control median; activity change, % at 7.5 µM; 0.4% of 300,000 active; in the data active = activity change below about -75%, passing the limit was not always enough; inconclusive = no clear call, values can overlap the other calls;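 note: luminescence divided by OD600 gain over 9 h not by final OD600 alone; inactives centre near 13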
HSF1 activator: increases HSF-1 driven luciferase reporter signal; NIH3T3-HGL HSF-1 luciferase reporter, MG132, 8 h; 100% = twice DMSO control signal; AID 504408; activation, % at 9 µM; 1.7% of 300,000 active;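 active = mean replicate activation of at least 50% with a set share of replicates each reaching 50%; inconclusive = only one of those two conditions met; inactive = mean below 50% and too few replicates reaching it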;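 note: 0% = median of the neutral control wells and 100% = twice that signal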
Platelet DG rel: platelet dense granule release activity | 0.22% of 300,000 active | human platelet-rich plasma, SFLLRN dense granule ATP release, luminescence | inhibition, %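 (compounds screened at 7.5 µM in platelet-rich plasma)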 | AID 1663;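 active = mean replicate score, as percent of positive control, at or above 50; inconclusive = mean below 50 but at least one replicate at or above 50; inactive = mean and every replicate below 50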
PolyA inhibitor: yeast polyadenylation inhibition; 0.02% of 300,000 active; calls only at 12 µM; S. cerevisiae SKY197-pL101 polyadenylation reporter, beta-gal luminescence; efflux-impaired pdr1/pdr3 knockout yeast; score 100 = 6 SD above DMSO;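 active = lowest replicate activity score at least 50, where 100 means six control SD above control mean; inconclusive = lowest score under 50 but half or more replicates reach 50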;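 note: yeast exposed to compound for 9 h at 30 °C; higher score means more reporter readthrough which indicates perturbed polyadenylation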
HSP90 inh: HSP90 refolding inhibition in rabbit reticulocyte lysate. 0.91% of 290,000 active. luciferase refolding luminescence, 3 h. inhibition, % at 5.6 µM. AID 1789;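 active = inhibition above the screen-wide mean plus 3 SD, computed separately per campaign, cut at about 16% in these data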;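 note: 0% = DMSO wells and 100% = 60 µM geldanamycin wells; inhibitors lower the luminescence because luciferase stays unfolded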
DYRK1A inh: blocks rat Dyrk1A kinase activity; ADP-Glo luminescence, NFATc1 peptide; inhibition, % at 12.5 µM; Q63470; 0.43% of 310,000 active; in the data active = inhibition above about 50%;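 note: plate controls were vehicle with enzyme for no effect and no enzyme for full effect; many of its hits are not listed in these tables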
GSK3beta inhib: inhibitors of human GSK3beta kinase. GST-GSK3beta kinase, ADP-Glo luminescence, 60 min; active compounds read low. activity score (negative = inhibition), % at 10 µM. P49841. 0.038% of 300,000 active;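 active = more than half of replicate wells score below -50%, meaning over 50% inhibition versus plate controls; inconclusive = some replicates but at most half score below -50%; inactive = no replicate scores below -50%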;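 note: 0% = median DMSO wells and -100% = median GW8510 positive control wells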
Target sequence (P49841 whole entry, looked up): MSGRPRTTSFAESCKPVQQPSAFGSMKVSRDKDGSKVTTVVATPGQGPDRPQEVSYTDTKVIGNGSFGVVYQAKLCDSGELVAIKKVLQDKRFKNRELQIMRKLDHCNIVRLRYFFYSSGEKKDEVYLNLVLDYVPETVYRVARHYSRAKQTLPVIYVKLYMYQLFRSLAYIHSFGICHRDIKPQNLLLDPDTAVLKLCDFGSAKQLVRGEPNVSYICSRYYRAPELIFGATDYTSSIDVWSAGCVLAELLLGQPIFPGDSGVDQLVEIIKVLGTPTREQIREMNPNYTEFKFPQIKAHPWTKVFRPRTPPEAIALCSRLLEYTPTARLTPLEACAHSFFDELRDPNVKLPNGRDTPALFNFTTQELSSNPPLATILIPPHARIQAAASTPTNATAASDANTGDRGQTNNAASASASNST
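Test system: GST-tagged human GSK3beta kinase, cell-free; evaluation: activity score scaled between in-plate DMSO and GW8510 controls; measured by: ADP-Glo luminescence; incubation: 60 min reaction, RT; benchmarks: DMSO and 20 µM GW8510; reagent: peptide substrate plus 25 µM ATP (final); medium: Tris/MgCl2 kinase buffer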
Active calls of the source: *; i = inactive; ? = inconclusive; . = not tested or not shown. Only part of the results is shown. The share of hits here may be higher or lower than overall.

SMILES	HDAC3 inh	HSF1 inhib	GSK3 alpha inh	AI-2 QS mod	HSF1 activator	Platelet DG rel	PolyA inhibitor	HSP90 inh	DYRK1A inh	GSK3beta inhib
CCOc1ccccc1CNC(=O)C1CCN(C(=O)N2CC(C)Oc3ccc(C)cc32)CC1 (stereo not drawn)	0	-8	6	1	-14	-8	i	0	3	-4
Cc1c(C(=O)N2CCN(C)CC2)oc2c1C(=O)CC(C)(C)C2	-5	-3	-2	-5	4	-16	i	2	2	-3
Cc1cc(=O)oc2c1c(C)nn2-c1cccc(Cl)c1	-1	-8	-2	15	-2	3	i	0	.	0
O=C(NCCN1CCOCC1)C(=O)NCc1ccc2c(c1)OCO2	6	2	4	24	-9	0	i	-1	-4	-2
OC(COCc1ccc2c(c1)OCO2)CN1CCC(Cc2ccccc2)CC1 (stereo not drawn)	2	-5	-1	19	-2	3	i	0	.	3
O=C(CCN1C(=O)S/C(=C\c2ccccc2)C1=O)N1CCCCC1	2	3	-2	12	17	2	i	0	0	4
CCOc1ccc(NC(=O)CC2NCCNC2=O)cc1 (stereo not drawn)	-7	-5	-1	22	-3	-2	i	1	1	2
Cc1ccc(S(=O)(=O)C2(C(=O)N3CCN(c4ccccc4F)CC3)CC2)cc1	-6	2	1	12	19	-13	i	2	-2	3
COc1ccc(N=C2SCC(c3ccc(C)cc3)=NN2CCO)cc1	7	-5	-2	-15	10	14	i	-1	5	5
COC(=O)COc1ccc(S(=O)(=O)Nc2ccc(C(N)=O)cc2)cc1	15	-6	-1	6	3	0	i	-2	-2	2
COC(=O)c1sc(NC(=O)C(C)c2ccccc2)nc1C (stereo not drawn)	15	-5	-1	9	-9	2	i	0	5	-4
CSc1ccc(CCNC(=O)CCc2nnc3ccc(NCCCN4CCCC4=O)nn23)cc1	6	3	1	11	-5	-2	i	-1	6	1
CC1(C)CCC(C)(C)NC(=S)N1	-11	1	-2	21	-6	-3	i	-4	-8	1
CN(C(=O)COC(=O)c1ccc(S(=O)(=O)N2CCOCC2)cc1)C1CCCCC1	-6	-8	3	14	1	2	.	0	-2	0
CC(=O)c1ccc(NC(=O)CN2C(=O)/C(=C/C=C/c3ccccc3)SC2=S)cc1	1	25	0	14	31	-1	i	4	1	-1
Cc1ccc(/C=N/NC(=O)CSc2nc3ccccc3[nH]2)o1	11	-4	0	7	-8	4	i	-2	12	4
COC(=O)c1ccc(NC(=O)C2CCCN2C(=O)Nc2cccc(C(C)=O)c2)cc1 (stereo not drawn)	.	-3	.	3	17	14	i	4	-11	4
COc1ccc(C)cc1N(CC(=O)Nc1cccnc1)S(=O)(=O)c1ccccc1	3	0	0	0	1	1	i	0	-3	0
COCCCNc1ncnc2ccc(C)cc12	9	-3	6	-2	-27	.	i	-1	17	-1
CCOC(=O)c1ccc(COC(=O)CNC(=O)CNC(=O)c2ccc(OC)cc2)o1	2	0	-8	14	-8	-35	i	1	-6	-1
CC(NC1CCCC1)C(=O)Nc1ccccc1-c1ccccc1 (stereo not drawn)	3	-4	-1	2	11	-4	i	2	2	1
COc1ccc(C(=O)N=S2CCN(C(=O)c3ccc(Cl)cc3)CC2)cc1	1	1	0	14	16	12	i	1	.	0
CCN(CC(=O)NCc1ccc(Cl)cc1)C(=O)c1ccc(S(=O)(=O)NCc2ccco2)cc1	1	1	0	0	10	-1	i	4	.	2
CCN1C(=O)[C@H]2[C@@H](c3ccc(C)cc3)N3C(=O)N(c4cccc(Cl)c4)C(=O)[C@@]3(CC(C)C)[C@H]2C1=O	-3	3	17	32	-6	-8	.	.	8	-2
Cc1ccc(CSc2nnc3c(n2)OC2(Nc4ccccc4-3)C(=O)Nc3ccc(F)cc32)cc1 (stereo not drawn)	7	-1	2	-6	-5	-9	i	1	-2	0

Two entries from above, with values under each structure:
Sequence of screens – HDAC3 inh | HSF1 inhib | GSK3 alpha inh | AI-2 QS mod | HSF1 activator | Platelet DG rel | PolyA inhibitor | HSP90 inh | DYRK1A inh | GSK3beta inhib
> COc1ccc(C(=O)N=S2CCN(C(=O)c3ccc(Cl)cc3)CC2)cc1
  1 | 1 | 0 | 14 | 16 | 12 | i | 1 | . | 0
> COC(=O)COc1ccc(S(=O)(=O)Nc2ccc(C(N)=O)cc2)cc1
  15 | -6 | -1 | 6 | 3 | 0 | i | -2 | -2 | 2

Later entries:
SMILES	HDAC3 inh	HSF1 inhib	GSK3 alpha inh	AI-2 QS mod	HSF1 activator	Platelet DG rel	PolyA inhibitor	HSP90 inh	DYRK1A inh	GSK3beta inhib
O=C1CC(c2ccccc2)CC(O)=C1C=NCCN1CCN(Cc2ccccc2)CC1 (stereo not drawn)	9	5	-4	11	3	5	i	-2	14	-1
O=C(CC1SC(=Nc2ccccc2F)N(CCN2CCOCC2)C1=O)Nc1ccc(F)cc1F (stereo not drawn)	11	-3	-6	10	-24	3	i	1	8	-1
Cc1c(OC(C)C(=O)NCc2ccncc2)ccc2c3c(c(=O)oc12)CCC3 (stereo not drawn)	-19	1	7	2	-17	-3	i	1	13	-1
O=C(NC1CC1)C(=O)c1c(-c2ccccc2)[nH]c2ccccc12	2	-9	3	19	-9	4	i	-4	3	-3
O=C1/C(=C/Nc2cccc([N+](=O)[O-])c2)CCc2ccccc21	5	37	-4	14	73*	-6	i	5	4	0
O=C(Nc1ncc2c(n1)-c1ccccc1CC2)c1ccc(Cl)cc1	0	1	-2	11	4	-3	i	-2	59*	0
CNC(=S)Nc1cccc(-c2cnc3ccccc3n2)c1	7	7	18	3	43	3	i	6	28	-1
CN(CCOc1ccc(Cl)cc1)CC(O)c1ccccc1 (stereo not drawn)	5	-7	-2	8	20	14	i	1	1	2
COc1cc(OC)cc(-n2nc(C(=O)N3CC(C)CC(C)C3)c3ccccc3c2=O)c1 (stereo not drawn)	-10	-1	0	12	5	16	.	0	-1	2
Cc1nn(C(=O)c2ccc([N+](=O)[O-])cc2)c(C)c1Br	9	0	0	9	9	-5	i	-3	.	1
CCn1cc(C(=O)NC2CCCCCC2)c(=O)c2ccc(C)nc21	7	0	0	-2	-15	-6	i	-5	1	0
CN(C)C(CNC(=O)c1ccc(NS(=O)(=O)c2cccc([N+](=O)[O-])c2)cc1)c1ccco1 (stereo not drawn)	4	-8	-3	11	1	3	.	-1	-8	2
CCn1c(COc2ccccc2C)nnc1SCc1nc2ccccc2c(=O)[nH]1	-3	10	-1	35	7	7	i	-7	.	0
COc1ccc(O)c(-c2cc(C(F)(F)C(F)F)nc(-c3ccccc3)n2)c1	-2	-2	.	4	-11	1	i	-8	0	2
CSCCC(NS(=O)(=O)c1ccc(C)cc1)C(=O)N1CCN(S(=O)(=O)c2ccc(F)cc2)CC1 (stereo not drawn)	3	5	-1	20	14	-2	i	.	-2	-2
CCOC(=O)CCc1c(C)nc(SCc2ccc(C(=O)O)cc2)c(C#N)c1C	-1	-8	-2	41	-3	-1	i	4	2	0
COc1ccc(-c2c(C)nn3c(N)c(-c4ccccc4)cnc23)cc1OC	-1	1	-2	-1	15	-3	i	8	-3	-5
COc1ccc([N+](=O)[O-])cc1NC(=O)C1CCCCC1C(=O)O (stereo not drawn)	-9	4	-3	21	-1	-7	i	-1	1	-2
O=C(O)/C(=C\c1cccc([N+](=O)[O-])c1)c1ccc(S(=O)(=O)N2CCCCC2)s1	-2	0	4	-5	-2	0	i	1	3	-1
O=C(NN1CCCCC1)c1ccccc1	0	-2	0	14	-2	-14	i	1	-1	1
Clc1ccc(-c2noc(CCCc3ccccc3)n2)cc1	0	7	-2	6	21	14	i	0	4	3
Cc1ccc(C)c(NS(=O)(=O)c2cc(C(=O)Nc3cccc(N(C)S(C)(=O)=O)c3)ccc2C)c1	-2	6	0	42	19	-8	i	1	-5	-1
COC(=O)c1nnn(-c2nonc2N)c1CSc1ccccn1	4	21	34	-6	13	-6	i	6	9	1
CC1=C(C#N)C(/C=N/OCc2ccc(F)cc2Cl)CC(=O)N1 (stereo not drawn)	-3	6	-1	2	17	4	i	1	-3	-3
O=C(c1ccccc1)c1cc([N+](=O)[O-])ccc1N1CCOCC1	-2	-17	-1	21	-23	-9	i	-5	1	2
Further entries.
SMILES	HDAC3 inh	HSF1 inhib	GSK3 alpha inh	AI-2 QS mod	HSF1 activator	Platelet DG rel	PolyA inhibitor	HSP90 inh	DYRK1A inh	GSK3beta inhib
Cc1c(C(c2cccs2)c2c(C)n(C)n(-c3ccccc3)c2=O)c(=O)n(-c2ccccc2)n1C	2	0	-2	8	-9	-12	i	7	.	0
CC(=O)N1CC(C)Oc2ccc(S(=O)(=O)Nc3ccc(Cl)cn3)cc21 (stereo not drawn)	-1	0	-3	42	11	-24	i	-2	1	1
Fc1cccc(Cl)c1/C=N/n1c(-c2cccnc2)n[nH]c1=S	3	-3	-5	15	-11	3	i	5	3	2
Cc1oc(C(C)(C)C)cc1C(=O)Nc1ccc(C(=O)O)cc1	8	-7	-5	11	-1	1	i	2	-5	2
CC(C)(C#N)NC(=O)C1CCCN1S(=O)(=O)c1ccc2ccccc2c1 (stereo not drawn)	-1	-9	-3	.	-1	8	i	-3	-6	.
CC(C)NC(=O)c1cc2c(-c3ccc(Cl)cc3)nn(C)c2s1	-2	3	1	20	13	25	i	4	-12	1
CCOC(=O)c1ccc(C(=O)OCC)nc1	-1	-7	.	-9	16	3	i	0	-8	2
Cc1ccccc1Cn1nc(C)c(NC(=O)c2noc3c2CCCC3)c1C	7	2	0	7	1	7	i	-4	-7	1
CCCSc1nc2c(c(=O)[nH]c(=O)n2C)n1Cc1ccccc1	4	4	0	21	7	5	i	-1	-2	-2
COc1ccc(CCNC(=O)CSc2nnc3ccc(-c4ccccn4)nn23)cc1	5	-7	-1	46	-7	7	i	.	-1	3
COc1ccccc1-c1nc(S(=O)(=O)c2ccccc2)c(N2CCOCC2)o1	1	21	-1	6	15	-1	i	-1	0	2
O=C(CSc1nnc(Cc2ccccc2)o1)N1CCCc2ccccc21	.	1	3	13	2	-1	i	1	16	-5
CSc1ccccc1NS(=O)(=O)c1cccc2nonc12	-1	11	2	7	44	11	i	4	-4	3
Cc1cc(C)c2c(c1)/C(=N/Nc1ccc(S(N)(=O)=O)cc1[N+](=O)[O-])CCC2	3	-1	-4	14	2	20	i	5	6	1
CC1=NN(c2ccc(C)cc2)C(=O)/C1=C/c1ccc(-c2cc([N+](=O)[O-])ccc2O)o1	.	-3	.	20	6	2	i	3	-1	3
O=C(c1ccc(CS(=O)(=O)c2ccccc2)o1)N1CCOCC1	-4	-1	-3	19	6	6	i	2	-1	2
O=C(O)c1ccccc1C(=O)NCc1cccnc1	?	-4	0	24	-3	10	i	4	-1	3
O=C(COc1ccc(Cl)cc1)N/N=C/c1cccc2cccnc12	-1	-16	-3	27	-20	10	i	2	.	0
O=C1Nc2ccccc2/C1=C/c1cccnc1	10	-2	.	24	-1	4	i	4	6	-2
Cc1cc(NC(=O)CN2C(=O)NC3(CCC(C)CC3)C2=O)no1 (stereo not drawn)	7	1	2	17	-5	7	i	12	1	1
O=C(N/N=C/c1ccc(O)cc1)c1cncc(Br)c1	.	-4	-3	17	0	1	i	3	7	-5
